Screening data as filed in PubChem BioAssay.
KCNK9 block = KCNK9 potassium channel inhibitors, primary screen, HEK293 cells, thallium flux. FluxOR thallium flux fluorescence; hits give low values. Potassium channel subfamily K member 9 (Homo sapiens), Q9NPC2. B-score at 10 µM. 310,000 tested, 1.2% active;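 active means ratio B-score over 3 SD below the library mean, with starting fluorescence within 5 SD of its mean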;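 further: negative B-score means less thallium flux so channel inhibition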
HDAC3 inh = HDAC3 deacetylase inhibitors, primary screen, biochemical, fluorescence, cell-free homogeneous | 320,000 tested, 0.15% active | recombinant HDAC3, fluorogenic peptide/trypsin coupled | inhibition, % at 8.3 µM | AID 2718, 2010; in the data active means inhibition above about 26%, passing the limit was not always enough; inconclusive means no clear call, values can overlap the other calls
TMEM16A act = TMEM16A chloride channel activators or potentiators, primary screen, cell-based, HTS | Anoctamin-1 (Mus musculus), Q8BHY3 | HEK293 TMEM16A/YFP-H148Q/I152L, iodide quench fluorescence; hits give low values | B-score at 10 µM | 340,000 tested, 0.3% active | AID 623877, 2012;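 active means fluorescence-ratio B-score plate-corrected deviation score at least 3 library SD below zero, with starting fluorescence score within 5 deviations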;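 further: channel opened by trigger with iodide after compound preincubation; score built on the fluorescence ratio of max minus min over baseline; more negative score means more quench and so TMEM16A activation or potentiation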
Target sequence (Q8BHY3 whole entry, looked up): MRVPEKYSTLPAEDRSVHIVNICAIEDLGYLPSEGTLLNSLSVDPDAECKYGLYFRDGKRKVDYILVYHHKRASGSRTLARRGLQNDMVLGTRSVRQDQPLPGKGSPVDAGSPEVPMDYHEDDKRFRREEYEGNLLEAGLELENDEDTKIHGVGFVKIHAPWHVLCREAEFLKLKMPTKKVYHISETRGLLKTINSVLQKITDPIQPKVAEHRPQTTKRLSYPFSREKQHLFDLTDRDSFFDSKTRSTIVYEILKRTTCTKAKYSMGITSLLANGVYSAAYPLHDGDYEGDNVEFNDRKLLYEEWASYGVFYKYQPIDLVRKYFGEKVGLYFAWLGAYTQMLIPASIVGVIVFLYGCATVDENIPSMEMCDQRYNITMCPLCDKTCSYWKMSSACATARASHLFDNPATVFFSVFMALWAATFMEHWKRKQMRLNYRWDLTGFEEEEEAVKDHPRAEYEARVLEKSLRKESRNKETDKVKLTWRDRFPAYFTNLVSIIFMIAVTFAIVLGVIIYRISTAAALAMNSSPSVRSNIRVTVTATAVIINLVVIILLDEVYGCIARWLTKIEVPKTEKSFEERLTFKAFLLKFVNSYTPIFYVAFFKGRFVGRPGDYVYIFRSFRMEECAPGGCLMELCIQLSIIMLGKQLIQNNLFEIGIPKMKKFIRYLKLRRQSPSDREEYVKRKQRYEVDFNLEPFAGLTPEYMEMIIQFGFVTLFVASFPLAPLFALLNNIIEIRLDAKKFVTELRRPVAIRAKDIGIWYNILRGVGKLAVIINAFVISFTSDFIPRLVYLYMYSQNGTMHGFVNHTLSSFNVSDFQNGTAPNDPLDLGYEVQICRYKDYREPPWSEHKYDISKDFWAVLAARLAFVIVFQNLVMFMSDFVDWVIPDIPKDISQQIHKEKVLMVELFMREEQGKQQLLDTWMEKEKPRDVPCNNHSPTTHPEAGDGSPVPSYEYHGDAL
KCNK3 inh = human KCNK3 channel inhibitors, primary screen, CHO cells, FluxOR thallium flux, B-score. 340,000 tested, 0.84% active. FluxOR fluorescence; hits give low values. B-score at 10 µM. Potassium channel subfamily K member 3 (Homo sapiens), O14649;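 active means B-score under library mean minus 4 SD, starting fluorescence ratio at most library mean plus 5 SD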;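 further: more negative B-score means stronger inhibition of thallium flux through KCNK3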
KCNQ1 act = potentiators or activators of KCNQ1 channel, primary screen, cell-based, thallium flux, high-throughput; Potassium voltage-gated channel subfamily KQT member 1 (Homo sapiens), P51787; CHO-K1 KCNQ1, thallium flux FluxOR fluorescence; hits give high values; B-score at 10 µM; 310,000 tested, 0.35% active; AID 2648, 2010;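 active means fluorescence ratio B-score, a plate-corrected score, at least three library SD, with initial intensity B-score within 5 SD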
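Doses: Single concentration per compound, DMSO matched to controls | Test system: KCNQ1-transfected CHO-K1 cells | Timing: 90 min dye loading and 20 min compound exposure, both at room temperature | Measured by: Kinetic FluxOR thallium fluorescence, 10-s 1-Hz baseline, 110-s post-stimulus read | Medium: Assay buffer with matched DMSO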
Dyrk1A ADPGlo = rat Dyrk1A kinase inhibitors, primary screen, biochemical, single point, plate reader. ADP-Glo luminescence, NFATc1 peptide. inhibition, % at 12.5 µM. 310,000 tested, 0.43% active. AID 504441, 2011; in the data active means inhibition above about 50%;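 further: plate controls were vehicle with enzyme for no effect and no enzyme for full effect; many of its hits are not listed in these tables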
ANO1 block = TMEM16A chloride channel inhibitors, primary screen, cell-based, HTS. HEK293 TMEM16A/YFP iodide influx fluorescence, ionomycin. 310,000 tested, 1.2% active. AID 588511, 2011. normalized B-score (activity score, 25-100; higher = stronger inhibition) at 10 µM;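 active means ratio plate-corrected score three or more library SD toward inhibition, starting fluorescence score within five deviations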;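 further: score derived from kinetic fluorescence span divided by baseline fluorescence per well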
KCNQ1 block = inhibitors of human KCNQ1 channel, primary screen, cell-based, thallium flux, high-throughput; Potassium voltage-gated channel subfamily KQT member 1 (Homo sapiens), P51787; CHO-K1 KCNQ1, FluxOR thallium flux fluorescence; hits give high values; B-score at 10 µM; 310,000 tested, 1.3% active; AID 2642, 2010;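 active means compounds whose thallium flux B-score, printed positive for inhibition, exceeds three library SD while starting fluorescence stays within three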;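 further: channel opened by potassium depolarization with thallium stimulus after 20 min compound exposure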
TRPC4 potent = positive allosteric modulators of TRPC4, primary screen, cell-based, mouse TRPC4beta, HEK293 mu-opioid, Fluo-4 calcium | Short transient receptor potential channel 4 (Mus musculus), Q9QUQ5 | DAMGO EC20, Fluo-4 Ca2+ flux; hits give high values | B-score at 10 µM | 310,000 tested, 0.42% active | AID 2227, 2009;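 active means B-score of calcium response area above 5 SD of library B-scores, with initial fluorescence ratio within 5 SD of library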;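 further: B-score of integrated fluorescence ratio over time as area under calcium response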
TRPC4 act = activators of mouse TRPC4 channel, primary screen, Fluo4 calcium, HEK293 TRPC4beta/mu-opioid cells. Short transient receptor potential channel 4 (Mus musculus), Q9QUQ5. Fluo4 calcium fluorescence; hits give high values. B-score at 10 µM. 310,000 tested, 0.49% active;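 active means B-score above 5 SD of library B-scores, and initial fluorescence ratio not above library mean plus 5 SD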;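 further: positive B-score marks a calcium rise read as TRPC4 activation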
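Assay system: HEK293 stable line with TRPC4beta plus mu-opioid receptor. Times: dye 45 min RT, read 110 s. Measured by: kinetic Fluo4 calcium fluorescence. Measure: B score of integrated ratio. Controls: assay buffer as low control, maximal DAMGO as high control.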
hERG protect = hERG rescue from dofetilide block, primary screen, cell-based, CHO-hERG, FluxOR thallium flux, dofetilide IC70 | activation (rescue from dofetilide block), less the hit threshold, % at 10 µM | Voltage-gated inwardly rectifying potassium channel KCNH2 (Homo sapiens), Q12809 | 310,000 tested, 0.51% active | dofetilide IC70 present;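 active means activation above the mean of controls blocked by dofetilide plus 5 SD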;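 further: thallium influx through hERG after potassium depolarization seen as dye fluorescence rise; in these data hits start at about 4.7%; inactives centre near -7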
Numbers without * were called inactive; i = inactive; ? = inconclusive; / = no result given.

SMILES | KCNK9 block | HDAC3 inh | TMEM16A act | KCNK3 inh | KCNQ1 act | Dyrk1A ADPGlo | ANO1 block | KCNQ1 block | TRPC4 potent | TRPC4 act | hERG protect
Cc1cccc(CN2CCCC(C(=O)N3CCCCC3)C2)c1 (stereo not given) | i | 2 | i | i | i | -6 | i | i | i | i | -4
O=C1CC(c2ccccc2)CC(O)=C1C=NC1CCCCC1 (stereo not given) | i | 3 | i | i | i | 7 | i | i | i | i | -9
COCCCN1C(=O)C(=O)/C(=C(/O)c2ccc(S(=O)(=O)N3CCCCC3)cc2)C1c1ccc(O)cc1 (stereo not given) | i | 5 | i | i | i | -6 | i | i | i | i | -4
CCCN(CCC)CCNC(=O)C1CCN(Cc2nc(-c3ccc(Cl)cc3)oc2C)CC1 | i | 1 | i | i | i | 1 | i | i | i | i | -8
Cc1n[nH]c(=O)n1-c1cccc(C(F)(F)F)c1 | i | -5 | i | i | i | 0 | i | i | i | i | -9
CN(Cc1ccnc2ccccc12)C(=O)C1CCC(=O)N(Cc2ccccc2F)C1 (stereo not given) | i | -2 | i | i | i | -6 | i | i | i | i | -7
CNC(=S)NC1CC2CCCC(C1)N2Cc1ccc(C)cc1 (stereo not given) | i | 2 | i | i | i | -3 | i | i | i | i | -13
O=C(N=Nc1c(O)[nH]c2ccc(Br)cc12)c1cc(-c2cccs2)nc2ccccc12 | i | / | i | i | i | -2 | / | i | i | i | -14
COc1ccc(S(=O)(=O)N2CCN(CC(=O)Nc3ccccc3OC)CC2)cc1 | i | -1 | i | i | i | 2 | i | i | i | i | -3
NS(=O)(=O)c1ccc(CNS(=O)(=O)c2cc(Cl)ccc2Cl)cc1 | i | -5 | i | i | i | -2 | i | i | i | i | -15
CCC(=O)Nc1cccc(C(=O)c2ccccc2)c1 | i | 1 | i | i | i | 10 | i | i | i | i | -6
NC(=O)CCC(NC(=O)c1ccc(Cl)cc1)C(=O)O (stereo not given) | i | -1 | i | i | i | -3 | i | i | i | i | -14
CCOC(=O)c1ccccc1-c1csc(NS(=O)(=O)c2ccc(Cl)cc2)n1 | i | 3 | i | i | i | -6 | i | i | i | i | -11
COc1ccc(CCC(=O)Nc2nnc(C)s2)cc1 | i | -5 | i | i | i | / | i | i | i | i | -6
O=C1CC(C(F)(F)C(F)(F)C(F)(F)C(F)F)=Nc2ccccc2N1 | i | -2 | i | i | i | -3 | i | i | i | i | -1
CC(NC(=O)c1ccccc1F)c1nnc(SCc2nc3ccccc3c(=O)[nH]2)n1C (stereo not given) | i | 4 | i | i | i | -4 | i | i | i | i | -3
COc1cccc(CN2CCC(Oc3ccc(C(=O)N4CCCCC4)cc3)CC2)c1O | i | 0 | i | i | i | -1 | i | i | i | i | 0
COc1cc2ncnc(NCc3ccc(Cl)cc3)c2cc1OC | i | 5 | i | i | i | 3 | i | i | i | i | 0
Cn1c(CSCc2ccccc2Cl)n[nH]c1=S | i | -6 | i | i | i | -2 | i | i | i | i | -12
CN(C)c1ccc(C2Nc3cccc4cccc(c34)N2)cc1 | i | 1 | i | i | i | 9 | i | i | i | i | -10
Cc1ccc(C)c(S(=O)(=O)N2CCNCC2)c1 | i | -2 | i | i | i | -10 | i | i | i | i | -7
Cc1cc(=O)[nH]c(N/N=C/c2cc(C)n(CC(F)(F)F)c2C)n1 | i | 7 | i | i | i | -1 | i | i | i | i | -16
CCc1ccc(S(=O)(=O)NCc2cn3ccsc3n2)s1 | i | 8 | i | i | i | -1 | i | i | i | i | -6
CC(=O)c1ccc(NC(=O)Nc2ccccc2)cc1 | i | 2 | i | i | i | -5 | i | i | i | i | -12
Cc1ccccc1C(=O)NCC(=O)O | i | -1 | i | i | i | -7 | i | i | i | i | -3
CN(C)C(=O)c1ccc(NC(=O)CC2SC(N3CCCC3)=NC2=O)cc1 (stereo not given) | i | 1 | i | i | i | 14 | i | i | i | i | -9
COc1ccc(C(=O)NCC(=O)c2ccccc2)cc1 | i | -5 | i | i | i | -5 | i | i | i | i | -3
Cc1cc(=O)oc(C)c1C(=O)Nc1cccc2ccccc12 | i | -7 | i | i | i | 0 | i | i | i | i | -4
COc1ccc(C(=O)NCc2nnc(SCC(=O)N3CCCc4ccccc43)o2)cc1OC | i | 0 | i | i | i | -3 | i | i | i | i | -13
COc1ccc(/C=N/NC(=O)c2cccc([N+](=O)[O-])c2)cc1O | i | 1 | i | i | i | -2 | i | i | i | i | -7

9 entries out of the list, arranged by molar mass, descending.
SMILES | KCNK9 block | HDAC3 inh | TMEM16A act | KCNK3 inh | KCNQ1 act | Dyrk1A ADPGlo | ANO1 block | KCNQ1 block | TRPC4 potent | TRPC4 act | hERG protect
COc1ccc(C(=O)NCc2nnc(SCC(=O)N3CCCc4ccccc43)o2)cc1OC | i | 0 | i | i | i | -3 | i | i | i | i | -13
CCc1ccc(S(=O)(=O)NCc2cn3ccsc3n2)s1 | i | 8 | i | i | i | -1 | i | i | i | i | -6
COc1ccc(/C=N/NC(=O)c2cccc([N+](=O)[O-])c2)cc1O | i | 1 | i | i | i | -2 | i | i | i | i | -7
Cc1cc(=O)oc(C)c1C(=O)Nc1cccc2ccccc12 | i | -7 | i | i | i | 0 | i | i | i | i | -4
CN(C)c1ccc(C2Nc3cccc4cccc(c34)N2)cc1 | i | 1 | i | i | i | 9 | i | i | i | i | -10
Cn1c(CSCc2ccccc2Cl)n[nH]c1=S | i | -6 | i | i | i | -2 | i | i | i | i | -12
COc1ccc(C(=O)NCC(=O)c2ccccc2)cc1 | i | -5 | i | i | i | -5 | i | i | i | i | -3
Cc1ccc(C)c(S(=O)(=O)N2CCNCC2)c1 | i | -2 | i | i | i | -10 | i | i | i | i | -7
Cc1ccccc1C(=O)NCC(=O)O | i | -1 | i | i | i | -7 | i | i | i | i | -3

Next part:
SMILES | KCNK9 block | HDAC3 inh | TMEM16A act | KCNK3 inh | KCNQ1 act | Dyrk1A ADPGlo | ANO1 block | KCNQ1 block | TRPC4 potent | TRPC4 act | hERG protect
CN(C)c1ccc(N=Cc2cccn2C)cc1 | i | 0 | i | i | i | -3 | i | i | i | i | -4
CCn1c(SCC(=O)NCC2CCCO2)nnc1-c1ccccc1 (stereo not given) | i | -4 | i | i | i | -2 | i | i | i | i | -6
COc1ccc(CCNC(=O)C(C)OC(=O)c2ccco2)cc1OC (stereo not given) | i | -1 | i | i | i | 0 | i | i | i | i | -13
Cc1ccc(C)c(N2CCN(C3CCCC(C)C3)CC2)c1 (stereo not given) | i | 3 | i | i | i | 0 | i | i | i | i | -13
COc1ccc(CSc2nnnn2-c2ccc(C(N)=O)cc2)cc1[N+](=O)[O-] | i | -2 | i | i | i | 5 | i | i | i | i | -6
CC(=O)Nc1cccc(NC(=S)Nc2ccc(F)c(Cl)c2)c1 | i | -7 | i | i | i | 13 | i | 8* | i | i | -30
N#Cc1ccc(CN2CCN(CC(=O)NCCc3ccc(Cl)cc3Cl)CC2)cc1 | i | -4 | i | i | i | -6 | i | i | i | i | -13
COc1ccc(S(=O)(=O)N2CCOC23CCN(S(=O)(=O)c2ccc([N+](=O)[O-])cc2)CC3)cc1 | i | -11 | i | i | i | -4 | i | i | i | i | -7
O=C(C[n+]1cc(-c2ccc(Cl)cc2)n2c1CCCCC2)c1ccccc1 | i | 0 | i | i | i | -3 | i | i | i | i | -11
CCSc1nnc(NC(=O)c2ccccc2)s1 | i | -1 | i | i | i | 2 | i | i | i | i | -11
O=C(Cc1coc2cc3c(cc12)CCC3)NC1CCCCCCC1 | i | -11 | i | i | i | 1 | i | i | i | i | -4
CCN1C(=O)c2ccccc2Sc2ccc(C(=O)NCCCN(CC(C)C)CC(C)C)cc21 | i | 0 | i | i | i | 0 | i | i | i | i | -6
COc1cc(SC)ccc1C(=O)N1CCc2ccccc21 | i | 2 | i | i | i | 4 | i | i | i | i | -3
Cc1nnc(SCC(=O)Nc2nccs2)n1N | i | 5 | i | i | i | 7 | i | i | i | i | -3
CC(NC(=O)CN1CCOCC1)c1ccccc1 (stereo not given) | i | -1 | i | i | i | 2 | i | i | i | i | -7
Cc1ccc(OS(=O)(=O)c2cn(C)c(=O)n(C)c2=O)cc1C | i | 2 | i | i | i | / | i | i | i | i | -9
O=C(Oc1ccc(Cl)c2cccnc12)c1ccco1 | i | ? | i | -8.9* | i | 7 | i | i | i | i | -7
CCC(C)C(NC(=O)C1CCC(C)CC1)C(=O)NCc1ccco1 (stereo not given) | i | 2 | i | i | i | 2 | i | i | i | i | -7
CCCCOC(=O)c1ccc(S(N)(=O)=O)o1 | i | -1 | i | i | i | -3 | i | i | i | i | -5
Cc1cc(C(F)(F)F)nn1CC(=O)Nc1cccnc1 | i | -2 | i | i | i | 12 | i | i | i | i | 1
Cc1ccc(SCc2[nH]nc3c2C2(C(=O)Nc4ccc(F)cc42)C(C#N)=C(N)O3)cc1 (stereo not given) | i | 10 | i | i | i | 2 | i | i | i | i | -15
CCOc1ccccc1CN1CCNC(=O)C1CC(=O)NC1CCCCCCC1 (stereo not given) | i | -2 | i | i | i | -3 | i | i | i | i | -5
O=C(c1ccc(Cn2c(=S)[nH]c3ccccc3c2=O)cc1)N1CCN(c2ccccn2)CC1 | i | 0 | i | i | i | / | i | i | i | i | -7
COc1ccc([N+](=O)[O-])cc1NC(=O)Cc1c(Cl)cccc1Cl | i | -3 | i | i | i | 1 | i | i | i | i | -7
CC(C)OCCCNC(=O)Cn1nc(-c2ccccc2)ccc1=O | i | 6 | i | i | i | -12 | i | i | i | i | -9

Only part of the results is shown (hit frequency here may not be typical).
